G9a block: G9a (human) methyltransferase inhibition | Q96KQ7 | G9a H3K9 monomethylation, AlphaScreen, 2 h | Potency, µM (titrated, usually from 102 µM), without a hit: top-dose activity, negative = inhibition, actives largely listed as inhibitors | hit rate 8.8% among 350,000 | AID 504332; note: potency is the fitted concentration of half-maximal effect; nearly all actives have a fitted effect of over 75% in size
Target sequence (Q96KQ7 913-1193 limits assumed): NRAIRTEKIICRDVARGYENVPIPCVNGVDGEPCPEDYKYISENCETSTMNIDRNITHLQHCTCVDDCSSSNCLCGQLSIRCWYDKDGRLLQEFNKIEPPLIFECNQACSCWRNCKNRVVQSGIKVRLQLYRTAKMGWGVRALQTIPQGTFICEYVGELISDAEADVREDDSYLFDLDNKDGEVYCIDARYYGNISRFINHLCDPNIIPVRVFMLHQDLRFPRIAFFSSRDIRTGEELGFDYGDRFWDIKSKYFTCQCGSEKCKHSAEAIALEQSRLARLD
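Signal arises when biotinylated H3K9 peptide, once monomethylated, bridges streptavidin donor and antibody-captured acceptor beads. Enzyme at 20 nM was preincubated 15 min with test compounds; peptide 500 nM and SAM 20 uM then reacted for 2 h.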
GLS inhibitor: blocks human kidney-isoform glutaminase activity | O94925 | GLS enzymatic activity, qHTS titration | Potency, µM (top dose mostly 45.5 µM), for inactives: at the top dose activity change, negative = inhibition, most hits filed as inhibitors | hit rate 0.21% among 410,000; note: potency is the fitted concentration of half-maximal effect
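hKGA; 45 mM KH2PO4 pH 8.2 + 0.02% Tween-20; cpd via pin tool; 1 mM Gln soln; GluOx/HRP/Amplex Red; RT 30 min; fluor. t0 & final.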
PI4K2A inh: PI4K2A (human) kinase inhibition. Q9BTU6. purified PI4K2A, ADP-Glo luminescence, 1 h; active compounds read low. activity change, negative = inhibition, % at 76.9 µM. hit rate 0.13% among 420,000. AID 1346378; in the data active = activity change below about -50%; inconclusive = mostly about -30% to -49%;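 note: -100% = wells without enzyme as full effect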
Target sequence (Q9BTU6 whole entry, looked up): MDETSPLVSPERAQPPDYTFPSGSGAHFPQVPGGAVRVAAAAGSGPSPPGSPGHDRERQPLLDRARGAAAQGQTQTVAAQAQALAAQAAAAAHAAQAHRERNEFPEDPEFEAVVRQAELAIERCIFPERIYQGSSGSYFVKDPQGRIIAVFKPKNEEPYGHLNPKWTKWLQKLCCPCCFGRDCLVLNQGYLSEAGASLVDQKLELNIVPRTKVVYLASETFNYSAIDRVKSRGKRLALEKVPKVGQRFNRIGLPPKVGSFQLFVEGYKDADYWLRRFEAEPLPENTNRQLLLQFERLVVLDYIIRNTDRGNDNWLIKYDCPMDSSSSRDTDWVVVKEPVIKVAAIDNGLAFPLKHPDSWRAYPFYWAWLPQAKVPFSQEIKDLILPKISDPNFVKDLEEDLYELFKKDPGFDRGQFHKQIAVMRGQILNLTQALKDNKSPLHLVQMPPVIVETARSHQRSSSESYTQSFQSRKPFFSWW
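ADP-Glo luminescence measured ADP generated by PI4K2A enzyme (4 ug/mL before mixing) with 1.2 mM PI substrate (pre-mix) and 300 microM ATP (pre-mix). Tris pH7.5 buffer with MgCl2, Triton X-100; 1 h reaction at ambient temperature.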
ALOX12 inh: ALOX12 (human) lipoxygenase inhibition. P18054. Potency, µM (titrated, usually from 108 µM), for the others: at the highest dose activity change, negative = inhibition, most hits filed as inhibitors. hit rate 1.1% among 580,000. AID 1671190. purified 12hLO, xylenol orange hydroperoxide absorbance; note: potency is the fitted concentration of half-maximal effect
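Purified human 12hLO (150 nM final) in 25 mM Hepes, 0.01% Triton X-100, pH 7.0 was preincubated 15 min at room temperature with compound. Then 40 uM arachidonic acid was added, 30 min. Hydroperoxide was read by Fe-XO absorbance ratio 573/405 nm.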
RGS4 inh: human RGS4 inhibition; Potency, µM (highest dose often 114 µM), for inactives: top-dose activity change, negative = inhibition, hits mostly inhibitors; AID 504845; Transcreener GDP fluorescence polarization, RGS4-accelerated GTP hydrolysis; hit rate 0.039% among 390,000; P49798; note: potency is the fitted concentration of half-maximal effect; nearly all actives have a fitted effect of over 75% in size; some results filed as inactive show a strong effect at the top dose
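MLSMR compounds (23 nl, pin-transferred) preincubated 10 min at room temperature with a 500nM (2x) first reagent, then RGS4 at 900nM (2x) plus Transcreener GDP mix added; fluorescence polarization (620/688 nm) read before and after 90 min at 30 °C.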
* marks the source's active call; other numbers are inactive results; ? = inconclusive; · = not tested or not shown; & = joins results of further samples; [ ] = remark or other dose. Unless noted, calls come from the whole dose curve; as a rule, active = well fitted curve in the direction sought with a large enough effect; inconclusive = small, poorly fitted or top-dose-only effect, or another doubt; inactive = no such curve, though single readings can be large; an effect the other way counts as inactive or inconclusive. Unless noted, % is set by controls: 0 for no effect and ±100 for the full control effect.

Every second line gives: G9a block | GLS inhibitor | PI4K2A inh | ALOX12 inh | RGS4 inh
CC(=O)N(C)C1(c2ccccc2)CCN(CCC[C@]2(c3ccc(Cl)c(Cl)c3)CCCN(C(=O)c3ccccc3)C2)CC1
→ · | · | · | -31%[57.4 µM] | ·
CCCn1c(=O)c2[nH]c(-c3cnn(Cc4cccc(C(F)(F)F)c4)c3)nc2n(CC)c1=O
→ · | · | · | -4%[57.4 µM] | ·
CCC[C@H](Nc1nc(-c2ccc(NC(=O)NCC)c(OC)c2)ncc1C)c1cccnc1
→ · | · | · | 25%[57.4 µM] | ·
Cc1ncc(-c2ccnc(Nc3ccc(S(C)(=O)=O)cc3)n2)n1C(C)C
→ · | · | · | -16%[57.4 µM] | ·
COc1cc2nccc(Oc3ccc(NC(=O)NC4CC4)c(Cl)c3)c2cc1C(N)=O
→ · | · | · | -10%[57.4 µM] | ·
C[C@H](CCC(=O)O)[C@H]1CC[C@H]2[C@H]3[C@@H](CC[C@]12C)[C@@]1(C)CC[C@@H](O)C[C@H]1C[C@@H]3O
→ · | · | · | -50%[57.4 µM] | ·
Nc1ncnc2c1c(-c1cccc(OCc3ccccc3)c1)cn2C1CC(CN2CCC2)C1 (centres undefined)
→ · | · | · | -28%[57.4 µM] | ·
Cn1cc(-c2ccc3nnc(Sc4ccc5ncccc5c4)n3n2)cn1
→ · | · | · | -20%[57.4 µM] | ·
CC(C)(Cc1ccc2ccccc2c1)NC[C@@H](O)COc1cccc(Cl)c1C#N
→ · | · | · | -23%[57.4 µM] | ·
O=C(O)c1ccc(Nc2ncc3c(n2)-c2ccc(Cl)cc2C(c2c(F)cccc2F)=NC3)cc1
→ · | · | · | 15µM* | ·
CCn1c(-c2nonc2N)nc2cnc(Oc3cccc(NC(=O)c4ccc(OCCN5CCOCC5)cc4)c3)cc21
→ · | · | · | -35%[57.4 µM] | ·
COc1cc2nccc(Oc3ccc(NC(=O)C4(C(=O)Nc5ccc(F)cc5)CC4)cc3)c2cc1OC
→ · | · | · | -13%[57.4 µM] | ·
CCN1CCN(c2ccc(Nc3cc(N(C)C(=O)Nc4c(Cl)c(OC)cc(OC)c4Cl)ncn3)cc2)CC1
→ · | · | · | -5%[57.4 µM] | ·
CNC(=O)c1cc(Oc2ccc(NC(=O)Nc3ccc(Cl)c(C(F)(F)F)c3)c(F)c2)ccn1
→ · | · | · | 3%[57.4 µM] | ·
CC(C)c1nn(-c2c(Cl)cccc2Cl)c2nc(Cc3ccc(OCCO)cc3)[nH]c(=O)c12
→ · | · | · | -16%[57.4 µM] | ·
CCOC1OC(=O)C[C@H]1NC(=O)[C@@H]1CCCN1C(=O)[C@@H](NC(=O)c1ccc(N)c(Cl)c1)C(C)(C)C (some centres undefined)
→ · | · | · | ? | ·
O=C(C1CC1)N1CCC(c2noc(-c3cnccn3)n2)C1 (centres undefined)
→ · | · | · | 34%[activator] | ·
CC(C)CCC(=O)N1CCc2nc(N3CCN(C)CC3)sc2C1
→ · | · | · | 9% | ·
Cc1cc(Cn2cnc3c2C[C@@H](C(=O)O)N(C(=O)C(c2ccccc2)c2ccccc2)C3)ccc1N(C)C
→ · | · | · | ? | 110%[activator][56.9 µM]
O=C1c2c(O)cccc2[C@@H]([C@@H]2O[C@H](CO)[C@@H](O)[C@H](O)[C@H]2O)c2cc(CO)cc(O)c21
→ · | -2% | · | ? | ·
CCCCCCCCCCCCOCCOCCOCCOCCOCCOCCOCCOCCOCCO
→ -1%[12.7 µM] | 5% | -1 | · | ·
O=C(NCCCN1CCOCC1)c1ccc(Cl)cc1
→ 1%[12.7 µM] | 1% | 2 | · | ·
CC(=O)Nc1ccc(OC(=O)c2ccccc2OC(C)=O)cc1
→ -4%[12.7 µM] | 0% | -2 | · | ·
Cc1ccccc1OCC(O)CO (centres undefined)
→ -15%[2.33 µM] | -7% | 2 | · | ·
C=C1c2cccc(O)c2C(O)=C2C(=O)[C@@]3(O)C(O)=C(C(N)=O)C(=O)[C@@H](N(C)C)[C@@H]3[C@@H](O)[C@H]12
→ 4µM* | ? | · | ? | ·
Cc1nc(C2CCCCC2)c(-c2ccc(S(N)(=O)=O)c(F)c2)o1
→ · | · | -4 | -4%[22.9 µM] | ·
C=CCN1C[C@H](C(=O)N(CCCN(C)C)C(=O)NCC)C[C@@H]2c3cccc4[nH]cc(c34)C[C@H]21
→ · | · | 0 | -9%[22.9 µM] | ·
CCN(CC)C(=O)C1CN2CCc3cc(OC)c(OC)cc3C2CC1OC(C)=O (centres undefined)
→ · | · | -3 | -14%[22.9 µM] | ·
CC(C)NCCCC1(C(N)=O)c2ccccc2-c2ccccc21
→ · | · | -1 | -3%[22.9 µM] | ·
CC[C@H](C)[C@H](N)C(=O)O
→ · | · | 1 | ? | ·

Arranged by formula weight (lowest first): part of the list above
Every second line gives: G9a block | GLS inhibitor | PI4K2A inh | ALOX12 inh | RGS4 inh
CC[C@H](C)[C@H](N)C(=O)O
→ · | · | 1 | ? | ·
O=C(NCCCN1CCOCC1)c1ccc(Cl)cc1
→ 1%[12.7 µM] | 1% | 2 | · | ·
O=C(C1CC1)N1CCC(c2noc(-c3cnccn3)n2)C1 (centres undefined)
→ · | · | · | 34%[activator] | ·
CC(C)NCCCC1(C(N)=O)c2ccccc2-c2ccccc21
→ · | · | -1 | -3%[22.9 µM] | ·
CC(=O)Nc1ccc(OC(=O)c2ccccc2OC(C)=O)cc1
→ -4%[12.7 µM] | 0% | -2 | · | ·
CC(C)CCC(=O)N1CCc2nc(N3CCN(C)CC3)sc2C1
→ · | · | · | 9% | ·
Cc1nc(C2CCCCC2)c(-c2ccc(S(N)(=O)=O)c(F)c2)o1
→ · | · | -4 | -4%[22.9 µM] | ·
CCN(CC)C(=O)C1CN2CCc3cc(OC)c(OC)cc3C2CC1OC(C)=O (centres undefined)
→ · | · | -3 | -14%[22.9 µM] | ·
O=C1c2c(O)cccc2[C@@H]([C@@H]2O[C@H](CO)[C@@H](O)[C@H](O)[C@H]2O)c2cc(CO)cc(O)c21
→ · | -2% | · | ? | ·
C=C1c2cccc(O)c2C(O)=C2C(=O)[C@@]3(O)C(O)=C(C(N)=O)C(=O)[C@@H](N(C)C)[C@@H]3[C@@H](O)[C@H]12
→ 4µM* | ? | · | ? | ·
C=CCN1C[C@H](C(=O)N(CCCN(C)C)C(=O)NCC)C[C@@H]2c3cccc4[nH]cc(c34)C[C@H]21
→ · | · | 0 | -9%[22.9 µM] | ·
CC(C)c1nn(-c2c(Cl)cccc2Cl)c2nc(Cc3ccc(OCCO)cc3)[nH]c(=O)c12
→ · | · | · | -16%[57.4 µM] | ·
CNC(=O)c1cc(Oc2ccc(NC(=O)Nc3ccc(Cl)c(C(F)(F)F)c3)c(F)c2)ccn1
→ · | · | · | 3%[57.4 µM] | ·
Cc1cc(Cn2cnc3c2C[C@@H](C(=O)O)N(C(=O)C(c2ccccc2)c2ccccc2)C3)ccc1N(C)C
→ · | · | · | ? | 110%[activator][56.9 µM]
CCN1CCN(c2ccc(Nc3cc(N(C)C(=O)Nc4c(Cl)c(OC)cc(OC)c4Cl)ncn3)cc2)CC1
→ · | · | · | -5%[57.4 µM] | ·
CCCCCCCCCCCCOCCOCCOCCOCCOCCOCCOCCOCCOCCO
→ -1%[12.7 µM] | 5% | -1 | · | ·

The results go on:
Every second line gives: G9a block | GLS inhibitor | PI4K2A inh | ALOX12 inh | RGS4 inh
CC(C)CCCC(C)NCCC(C)C (centres undefined)
→ · | · | -1 | -9%[22.9 µM] | ·
CCn1ccc(NS(=O)(=O)c2ccc(N)cc2)nc1=O
→ · | · | 1 | -11%[22.9 µM] | ·
C[C@@H]1CCC[C@H](C)N1CCCC(O)(c1ccccc1)c1ccccn1 (some centres undefined)
→ · | · | -2 | 3%[22.9 µM] | ·
CN1[C@@H]2CC[C@H]1CC(NC(=O)n1c(=O)[nH]c3ccccc31)C2 (some centres undefined)
→ · | · | 1 | -9%[22.9 µM] | ·
CC(C)C[C@@H]1[C@H](c2ccccc2)OC(=O)N1CCCN1CCCCCC1
→ · | · | 2 | 1%[22.9 µM] | ·
CS(=O)(=O)c1ccc(-c2cn3ccccc3n2)cc1
→ · | · | -7 | -7%[22.9 µM] | ·
CCCCCCCCCCCC[N+](C)(C)Cc1ccccc1
→ · | 7% | 2 | 4%[22.9 µM] | ·
Cc1cccc(N(C)C(=S)Oc2ccc3c(c2)CCC3)c1
→ · | 0% | 3 | -12%[22.9 µM] | ·
O=C(O)Cc1sc(-c2ccccc2)nc1-c1ccc(Cl)cc1
→ · | 11%&7%&7% | -1&2 | -11% | ·
CNS(=O)(=O)CCc1ccc2[nH]cc(C3CCN(C)CC3)c2c1
→ · | 3% | 0 | ? | ·
O=C(O)c1ccc(-n2nc(-c3ccccc3O)nc2-c2ccccc2O)cc1
→ · | 25% | -4&-1 | -10%[57.4 µM] | ·
CN(C)C(=O)CNC(=O)Cc1ccccc1
→ · | -7% | 1 | -14%[22.9 µM] | ·

Screening data from PubChem.

Not all compounds are listed. The share of hits here may be higher or lower than overall.
